aSyn rescue: alpha-synuclein toxicity inhibition in yeast. Potency, µM (highest dose often 46.1 µM), for inactives: at the top dose growth rescue (activation), hits mostly activators. 370,000 compounds, 0.14% hits. Yeast expressing alpha-synuclein, growth rescue, BacTiter-Glo, 24 h; also: potency is read from the fitted curve at half-maximal effect; % of control where 0% means no effect; nearly all actives have a fitted effect of over 65% in size
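Rescue of yeast growth: cells expressing toxic alpha-synuclein, induced in galactose at OD600 0.02, incubated with compound 24 h at 30 C. ATP luminescence quantified growth; inhibitors of toxicity appear as activators.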
PTHR1 agonist: PTHR1 (human) receptor agonism | Q03431 | AID 743266 | Potency, µM (titrated, usually from 115 µM), without a hit: top-dose activation, usual class: activators | 410,000 compounds, 0.075% hits | HEK293 GP2 PTHR1 cells, GloSensor cAMP luminescence, 1 h; also: potency is read from the fitted curve at half-maximal effect; nearly all actives have a fitted effect of over 55% in size; some results filed as inactive show a strong effect at the top dose; inactives centre near -15; many of its hits are not listed in these tables
Target sequence (Q03431 whole entry, looked up): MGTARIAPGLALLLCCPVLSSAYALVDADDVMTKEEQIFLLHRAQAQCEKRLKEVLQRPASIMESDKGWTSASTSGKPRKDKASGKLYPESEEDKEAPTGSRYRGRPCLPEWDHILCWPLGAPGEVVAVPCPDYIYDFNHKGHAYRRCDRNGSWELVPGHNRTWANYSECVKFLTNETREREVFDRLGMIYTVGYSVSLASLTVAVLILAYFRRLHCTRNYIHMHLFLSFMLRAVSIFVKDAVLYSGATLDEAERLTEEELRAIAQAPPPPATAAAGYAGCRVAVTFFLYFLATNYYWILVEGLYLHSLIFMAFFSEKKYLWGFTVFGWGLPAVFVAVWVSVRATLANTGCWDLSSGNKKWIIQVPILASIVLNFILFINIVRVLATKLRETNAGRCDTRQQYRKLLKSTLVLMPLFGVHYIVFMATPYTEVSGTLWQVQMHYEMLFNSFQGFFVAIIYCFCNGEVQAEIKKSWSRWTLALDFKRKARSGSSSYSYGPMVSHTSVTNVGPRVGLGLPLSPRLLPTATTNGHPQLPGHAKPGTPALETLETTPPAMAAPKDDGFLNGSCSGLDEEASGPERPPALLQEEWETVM
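HEK-293-derived GP2 cells expressing PTHR1 and a GloSensor cAMP reporter, 3,000/well, plated overnight, given luciferin plus IBMX (each 0.5 mM as added) for 1 h at 37 °C, then compound for 1 h at 37 °C. Luminescence was read after 15 min at room temperature.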
GLP-1R inv ag: inverse agonists of human GLP-1 receptor; AID 624417; Potency, µM (top dose mostly 38.3 µM), without a hit: at the highest dose activity change, negative = inhibition, usual class: inhibitors; 410,000 compounds, 1.6% hits; P43220; HEK293 GLP-1R CRE-luciferase, luminescence, 24 h; GLP-1R form is constitutively active; also: potency is read from the fitted curve at half-maximal effect; % is scaled to controls: 0 for no effect and ±100 for the full control effect; nearly all actives have a fitted effect of over 55% in size
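HEK293 cells stably co-expressing a cAMP-responsive luciferase reporter and constitutively active GLP-1R were seeded, incubated 12 h, then exposed to compounds for 24 h at 37 C. Luminescence was read 12 min after detection reagent; inverse agonists lower signal.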
FUS suppressor: suppressors of FUS proteinopathy in yeast; S. cerevisiae FUS-expressing, growth rescue, OD600, 24 h; Potency, µM (doses to about 76.6 µM), for inactives: top-dose growth rescue (activation), most hits filed as activators; 390,000 compounds, 0.24% hits; AID 1347120;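 also: potency is read from the fitted curve at half-maximal effect; plate controls were DMSO vehicle for no effect and reference control for full effect; nearly all actives have a fitted effect of over 55% in size; some results filed as inactive show a strong effect at the top dose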
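Cultures pregrown in 2.5% raffinose medium are shifted to minimal medium containing 2% galactose to express toxic FUS. Compounds are tested at several concentrations. After 24hr at 30C, growth is quantified at 600 nm absorbance.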
Abeta rescue: A-beta toxicity reversal in yeast; yeast expressing A-beta42, growth rescue, OD600, 48 h; response scale: 0% DMSO, 100% iron-clioquinol control; Potency, µM (series often up to 46.1 µM), without a hit: top-dose growth rescue, usual class: activators; 410,000 compounds, 0.063% hits; AID 1347071; also: potency is read from the fitted curve at half-maximal effect; nearly all actives have a fitted effect of over 55% in size
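Yeast growth medium received pinned compounds, then yeast cells expressing toxic A-beta were added; plates incubated at 30 C for 48 hr. Growth read as absorbance at 600 nm, normalized to DMSO and equimolar FeCl3 plus clioquinol controls.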
DRD3 antagonist: antagonists of human D3 dopamine receptor | P35462 | D3R cells, DiscoveRx beta-arrestin luminescence, antagonist mode; hits give low values | max response, negative = inhibition, % | 360,000 compounds, 2.5% hits | AID 652054; in the data active = max response below about -50%; inconclusive = no clear call, values can overlap the other calls; also: % is scaled to controls: 0 for no effect and ±100 for the full control effect; mostly tested at two doses, the higher about 12 µM
Target sequence (P35462 whole entry, looked up): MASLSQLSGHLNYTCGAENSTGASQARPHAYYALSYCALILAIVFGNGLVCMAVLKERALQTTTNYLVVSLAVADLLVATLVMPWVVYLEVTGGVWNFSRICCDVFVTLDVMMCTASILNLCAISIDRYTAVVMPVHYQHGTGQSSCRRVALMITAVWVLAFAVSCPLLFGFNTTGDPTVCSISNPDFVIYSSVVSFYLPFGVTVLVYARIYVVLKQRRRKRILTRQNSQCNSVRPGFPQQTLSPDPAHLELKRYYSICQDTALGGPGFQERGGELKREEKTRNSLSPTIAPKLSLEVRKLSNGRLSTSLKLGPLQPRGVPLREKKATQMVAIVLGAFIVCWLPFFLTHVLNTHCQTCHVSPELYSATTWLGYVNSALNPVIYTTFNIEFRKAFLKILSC
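Cells plated overnight at 1500 cells/well, then exposed to library compounds with dopamine controls for 90 minutes at 37 degrees C. DiscoveRx reagent added for 30–60 minutes at room temperature; luminescence read, quantitative HTS format.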
TDP-43 yeast inh: inhibitors of TDP-43 toxicity in yeast | TDP-43 expressing yeast growth rescue, BacTiter-Glo, 24 h | AID 652104 | 410,000 compounds, 1.8% hits | Potency, µM (highest dose often 46.1 µM), inactives show top-dose growth rescue (activation), hits mostly activators; also: potency is read from the fitted curve at half-maximal effect; % of control where 0% means no effect; nearly all actives have a fitted effect of over 50% in size
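Readout is BacTiter-Glo luminescence of cell growth, so inhibitors register as activators. TDP-43-expressing yeast at OD600=0.02 in galactose medium, after raffinose pregrowth to mid-log, were incubated with compound for 24 hr at 30 deg C.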
GLP1R ag: agonists of human GLP-1 receptor | HEK293 GLP-1R CRE-luciferase, luminescence, 4-6 h; cells express a hypersensitive GLP-1R form | Potency, µM (titrated, usually from 45.6 µM), for inactives: at the top dose activation, actives largely listed as activators | 380,000 compounds, 0.007% hits; also: potency is read from the fitted curve at half-maximal effect; % of control where 0% means no effect
Akt phos inh: Akt phosphorylation inhibition | Neuro2A IGF-stimulated pAkt S473 HTRF, 20 min; hits give low values | activity change, % for hits at 50 µM | 360,000 compounds, 0.32% hits | AID 651550; in the data active = activity change below about -80%; inconclusive = mostly about -51% to -80%; also: % is scaled to controls: 0 for no effect and ±100 for the full control effect
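Single-point screen (50 µM final compound) in Neuro2A cells stimulated 20 min with 6 nM IGF at 37 deg C. After lysis, Ser473-phosphorylated Akt read by HTRF (ex 330 nm, em 615/665 nm) as the 665/615 ratio.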
Active calls of the source: *; i = inactive; ? = inconclusive; · = no result given; & = joins results of further samples; [ ] = remark or other dose. Unless noted, calls follow the shape of the dose curve; as a rule, active = well fitted curve in the direction sought with a large enough effect; inconclusive = small, poorly fitted or top-dose-only effect, or another doubt; inactive = no such curve, though single readings can be large; an effect the other way counts as inactive or inconclusive. Not all compounds are listed. The share of hits here may be higher or lower than overall.

SMILES | aSyn rescue | PTHR1 agonist | GLP-1R inv ag | FUS suppressor | Abeta rescue | DRD3 antagonist | TDP-43 yeast inh | GLP1R ag | Akt phos inh
CCN(CC)c1ccc(/C=N/NC(=O)CNC(=O)c2ccc3c(c2)OCCO3)cc1 | 6% | ? | ? | 24% | -8% | -22 | 9% | 7% | i
O=C(O)/C=C/C(=O)c1ccc(O)cc1 | 1% | 25% | 6% | 10% | -2% | -16 | 4% | 0% | i
CCOc1ccccc1NC(=O)Cn1cnc2c(nnn2-c2cccc(OC)c2)c1=O | -3% | -8% | -24% | -6% | 6% | 20 | 19% | -6% | i
CCCc1nc(NC(C)=O)c(C#N)c(-c2ccco2)c1CC | 6% | i | -10% | 23% | 3% | 9 | -10% | -1% | i
COc1ccc(C(=O)N2CCN(Cc3cc(=O)n4nc(-c5ccccc5C)sc4n3)CC2)cc1OC | · | 14% | 15% | 2% | -21% | · | -7% | · | ·
CCN(CC)CCOC(=O)C(Cc1ccco1)Cc1cccc2ccccc12 (configuration not stated) | 2% | i | ? | 19% | 12% | ? | -7%[1.82 µM] | 15% | i
Cc1[nH]cnc1CSCc1ccc(F)cc1 | -2% | -24% | 0% | · | -10% | -3 | -1% | 6% | i
COc1ccccc1S(=O)(=O)Cc1ccc(C(=O)N2CCN(c3ccc(C)cc3)C(C)C2)o1 (configuration not stated) | 3% | -32%[inhibitor] | ? | 19% | -21% | -10 | -12% | 3% | i
O=[N+]([O-])c1ccc(-c2cn3nc(-c4ccccc4)c(-c4ccccc4)nc3n2)cc1 | -5% | -1% | 4% | 2% | 0% | 13 | 9% | 4% | i
CCn1c(=O)c(C(=O)NNS(=O)(=O)c2ccc(Br)cc2)c(O)c2ccccc21 | 1% | -54%[inhibitor] | ? | 17% | -26% | -25 | -30% | -1% | i
COc1ccc(C(=O)NCCc2nnc(SCC(=O)Nc3ccccc3)n2C)cc1 | 1% | i | 0% | -9% | -2% | -23 | -16% | -23% | i
Cc1ccc(-n2nccc2-c2nn(-c3cccc(C(F)(F)F)c3)c(=O)n(C)c2=O)cc1 | -2% | 0% | -22% | 2% | 7% | 10 | -5% | 8% | i
CC1Cc2c([nH]c3ccccc23)C(=O)N1 (configuration not stated) | -4% | i | 19% | -1% | -6% | 1 | ? | -5% | i
Cn1ccnc1SCC(=O)NC1CCCC1 | 6% | -44%[inhibitor] | -20% | -8% | -6% | 4 | -30%[inhibitor] | -1% | i
CNC(=S)N(Cc1ccco1)Cc1cc2cc(OC)ccc2[nH]c1=O | 0% | -12% | 18% | 10% | -15% | 12 | 20% | 5% | i
O=C(c1ccc2c(c1)OCCO2)N1CCCCC1 | -6%&5% | -7%[57.5 µM] | 7% | 15% | 6% | 0 | 0% | 6% | i
Cc1nc2ccn(Cc3ccco3)c(=O)c2cc1C(=O)NCc1ccc(F)cc1 | · | i | ? | 1% | -6% | · | 5% | · | ·
O=C(C1CCC(Cn2c(=O)c3sccc3n(Cc3cccc(F)c3)c2=O)CC1)N1CCCCC1 (configuration not stated) | · | -89%[inhibitor] | ? | ? | -10% | · | ? | · | ·
Cc1ccc(Cl)cc1N1CCN(C(=O)CN2C(=O)COc3ccc(S(=O)(=O)N4CCC(C)CC4)cc32)CC1 | -4% | i | -5% | -10% | -11% | · | 12% | -6% | ·
N#CC(=C(O)CN1CCN(c2ccccc2F)CC1)c1nc(-c2ccc(Cl)cc2)cs1 | 1% | -34%[inhibitor] | ? | 8% | 5% | -2 | -8% | 5% | i
Cc1cc(C)cc(-n2ccnc2SCC(=O)Nc2cccc3ccccc23)c1 | 10% | i | ? | 36% | -11% | · | 20µM* | -2% | ·
CCOC(=O)N1CCN(C(=O)/C(=C/c2cccc3ccccc23)NC(=O)c2ccc(OC)c(OC)c2)CC1 | 1% | -1% | 11% | · | 1% | 13 | -5% | 0% | i
CCOC(=O)/C=C/C(=O)OCC(=O)Nc1cccc(Cl)c1Cl | 16% | -1% | 40%[activator] | 7% | -25% | 4 | -13%[1.82 µM] | 6% | i
Cc1ccc(S(=O)(=O)N2CCCCC2)cc1NC(=O)CSc1nccn1C | -1% | -14% | 11% | 12% | -4% | 9 | 28% | 0% | i
COc1cccc(CN2C(=O)CCC2(C)C(=O)NC2CCCCCC2)c1 (configuration not stated) | -3% | -4%[57.5 µM] | 11% | 8% | ? | 9 | -2% | -8% | i
CN(C)CCCNc1cc(O)c2ncccc2c1 | · | ? | · | 3% | -5% | · | · | -12% | ·
Cc1nnc(NC(=O)c2cccc(S(=O)(=O)N3CC(c4ccccc4)CC3=O)c2)s1 (configuration not stated) | -4% | -37%[inhibitor] | 0% | -9% | -9% | 4 | 7% | -4% | i
Cc1ccc(Cl)cc1N1CCN(c2ncnc3onc(-c4ccc(F)cc4)c23)CC1 | · | 6% | 8% | -24% | -21% | · | -21% | · | ·
COc1ccccc1NC(=O)C1=C(C)Nc2nc(-c3cccs3)nn2C1c1cccnc1 (configuration not stated) | 0% | -36%[inhibitor] | 10% | -23% | 6% | 16 | 7% | 1% | i
Cc1ccc(NC(=O)C2=COCCO2)cc1S(=O)(=O)N1CCOCC1 | 0% | -21% | 15% | · | -4% | 24 | 2% | 10% | i
COc1ccc(-n2c(=O)c3sc4ccccc4c3n(CC(=O)NC3CCCCC3)c2=O)cc1 | · | -31%[inhibitor] | 3% | -24% | -10% | · | 13% | 0% | ·
COc1cc(C(=O)N(CCCN(C)C)c2nc3c(OC)cccc3s2)cc(OC)c1OC | · | ? | ? | 21% | -22% | · | 2% | · | ·
CC12CCC(C(=O)Nc3ccncc3)(CC1O)C2(C)C (configuration not stated) | -8% | i | -13% | -20% | 13% | -10 | 2% | -1% | i
COc1ccc(N(C(C)C(=O)N/N=C(\C)C(C)(C)C)S(C)(=O)=O)cc1 (configuration not stated) | -1% | i | -6% | -19% | -5% | 7 | 3% | -2% | i
COc1ccccc1C(=O)Nc1c(C(=O)N2CCN(c3ccccc3F)CC2)oc2ccccc12 | -7% | i | ? | 31% | 2% | · | 20% | 18% | ·
Cc1cc(N/N=C/c2ccc(O)cc2O)c2ccccc2n1 | 3% | i | 30% | -23% | -17% | 10 | 10% | -1% | i
CC(NC(=O)c1ccccc1)C(=O)OCC(=O)c1c(N)n(C)c(=O)n(C)c1=O (configuration not stated) | -1% | 20% | 19% | -16% | -6% | 6 | 6% | 4% | i
O=C(NC(CO)Cc1ccccc1)c1ccccc1 (configuration not stated) | -4% | i | 11% | 16% | -4% | ? | 0% | 3% | i
COCCOC(=O)CSc1ncccc1-c1nc2cc(C)c(C)cc2[nH]1 | -17% | -73%[inhibitor] | -22% | -16% | -27% | -9 | -16% | 2% | i
COc1ccc(NC(=O)CSCCc2ccccn2)cc1OC | 4% | -1% | 3% | -12% | -10% | -2 | -7% | 10% | i
CCCCn1nnnc1C(c1ccccc1)N1CCN(CCN2CCOCC2)CC1 (configuration not stated) | -16% | 8% | 1% | -12% | -16% | 0 | 19% | -3% | i
COc1ccc(/C=C/C(=O)Oc2cccc(/C=N/NC(=O)COc3c(C)cccc3C)c2)cc1 | -1% | -9%[57.5 µM] | 12% | -7% | 2% | 12 | 9% | 0% | i
O=C(O)c1ccc2nc(-c3cc4cc(Cl)ccc4oc3=O)[nH]c2c1 | · | i | 29% | 3% | -6% | · | 9% | · | ·
CSCC[C@H](N)C(=O)N1CCC(C(=O)N[C@H](C(=O)NCc2ccccc2F)C(C)C)CC1 | 1% | i | -13% | -5% | -10% | 0 | 16% | 0% | i
CCc1ccc(Nc2nc3ccccc3c(=O)s2)cc1 | 1% | i | -6% | -5% | 11% | -7 | 19% | -11% | i
CCOc1ccc(/C=N/NC(=O)Cc2csc(Nc3cccc(C(F)(F)F)c3)n2)c(OCC)c1 | 7% | -1%[57.5 µM] | ? | -2% | 12% | -2 | -4% | -5% | i
CCOc1ncccc1C(=O)OCCN1C(=O)c2ccccc2C1=O | ? | -5%[57.5 µM] | 23% | 16% | -3% | 30 | ? | ? | i
CCOc1ccc(CN2C(=O)c3ccccc3C2=O)cc1C(=O)N1CCC(C(N)=O)CC1 | -3% | 0% | 13% | · | 7% | 20 | 1% | 4% | i
Cc1ccc(C(C)n2cc(C(=O)NCCN3CCN(C)CC3)nn2)cc1 (configuration not stated) | 1% | -28% | ? | 13% | 7% | -8 | -10% | 3% | i
CC(C)(C)c1ccc(N2C(=O)CSC2c2cccnc2)cc1 (configuration not stated) | -8% | -43% | -15% | 1% | -6% | -5 | -16% | 1% | i
CCNc1nc(SCCOc2ccccc2)nc(N(C)C)n1 | 0% | -38%[inhibitor] | ? | -8% | -2% | 23 | ? | ? | i
CCCC(=O)NCCCc1nc2ccccc2n1CC | 3% | -20% | 3% | -21% | -1% | 2 | 27% | -5% | i
CCOC(=O)c1[nH]c(C)c(CCC(=O)NCc2ccc(OC)cc2)c1C | · | i | -1% | -17% | 1% | · | 20%[9.22 µM] | · | ·
COC(=O)C(Cc1ccccc1)NC(=O)c1cc(S(=O)(=O)N(C)C)ccc1Cl (configuration not stated) | 8% | i | -9%[7.66 µM] | 3% | -2% | 12 | 8% | -1% | i

Screening results from PubChem BioAssay.
